# Compound activity: PubChem BioAssay, Sanford-Burnham Center for Chemical Genomics
# TIM10 inh: TIM10 yeast growth inhibition | 330,000 tested, 1.4% active | S. cerevisiae TIM10 strain growth, BacTiter-Glo luminescence, 24 h | inhibition, % at 10 µM | AID 463195;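 active = inhibition of 40% or more at the single tested concentration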;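 also: wild-type TIM10 isogenic control strain grown at permissive 25 °C; 0% = DMSO yeast wells and 100% = minimal medium wells without yeast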
# APOBEC3G inh: APOBEC3G (human) deaminase inhibition. recombinant A3G, ssDNA deamination FAM/TAMRA fluorescence. inhibition, % at 20 µM. 330,000 tested, 0.28% active;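 active = inhibition of at least 40% at 20 µM, with no more than 30% in the related APOBEC3A deaminase screen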;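 also: plate controls were DMSO wells with A3G for no effect and wells lacking A3G enzyme for full effect; some compounds called inactive have numbers as strong as hits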
# Target sequence (Q9HC16 whole entry, looked up): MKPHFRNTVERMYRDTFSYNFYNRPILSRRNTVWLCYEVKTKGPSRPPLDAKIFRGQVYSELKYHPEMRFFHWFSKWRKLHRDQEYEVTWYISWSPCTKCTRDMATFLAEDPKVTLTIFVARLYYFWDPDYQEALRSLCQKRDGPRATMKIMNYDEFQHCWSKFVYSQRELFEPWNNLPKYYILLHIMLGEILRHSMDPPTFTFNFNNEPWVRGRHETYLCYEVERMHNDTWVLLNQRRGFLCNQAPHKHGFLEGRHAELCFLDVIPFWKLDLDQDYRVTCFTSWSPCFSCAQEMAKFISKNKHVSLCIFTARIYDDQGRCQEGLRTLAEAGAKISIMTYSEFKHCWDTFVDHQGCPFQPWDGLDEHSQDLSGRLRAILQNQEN
# NLRP3 yeast inh: inhibitors of NALP3 inflammasome in yeast. Yeast reconstituted NLRP3/ASC/caspase-1, beta-gal luminescence, 24 h. inhibition, % at 10 µM. 330,000 tested, 0.39% active. AID 2825;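 active = inhibition of 50% or more; inactive = inhibition below 50%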;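 also: plate controls were induced DMSO wells for no effect and uninduced yeast grown without galactose for full effect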
# MIN6 prolif: MIN6 beta-cell proliferation induction. MIN6 cells proliferation, ATPlite luminescence, 48 h; cells starved in 0.2% serum; 100% = growth in 10% serum. 330,000 tested, 0.29% active. AID 2380. proliferation, % at 10 µM;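 active = compounds whose signal lies at least 3.5 SD above the mean of all wells on their plate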;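 also: 0% = DMSO-treated cells in low-serum medium and 100% = 10% serum control; some compounds called inactive have numbers as strong as hits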
# A3A deaminase: blocks human APOBEC3A ssDNA deamination; P31941; recombinant A3A, FAM/TAMRA ssDNA deamination fluorescence; inhibition, % at 20 µM; 330,000 tested, 0.41% active; AID 493011;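 active = at least 40% inhibition at 20 µM here, with at most 30% in a related deaminase screen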;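 also: plate controls were A3A with DMSO for no effect and wells lacking A3A enzyme for full effect; some results filed as inactive read as strong as hits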
# Target sequence (P31941 whole entry, looked up): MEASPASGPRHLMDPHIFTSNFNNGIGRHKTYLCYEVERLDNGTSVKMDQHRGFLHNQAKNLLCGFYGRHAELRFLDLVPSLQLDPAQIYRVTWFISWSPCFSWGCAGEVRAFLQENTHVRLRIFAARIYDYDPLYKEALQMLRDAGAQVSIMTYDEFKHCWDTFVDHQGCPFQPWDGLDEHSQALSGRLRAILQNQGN
# mIAP act: mouse IAP activation; muIAP, CDP-Star luminescence, 30 min; active compounds read high; 1 = vehicle-only enzyme signal, 0 = enzyme-free wells; activation factor at 10 µM; 330,000 tested, 0.24% active; AID 2805;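 active = activation factor of at least 2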; also: the source names both 10 and 20 µM as test concentration; values of inactives mirror those of a sister screen read the other way
#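 Assay system: mouse IAP enzyme; reagent: chemiluminescent substrate CDP-Star; dosing: test compounds delivered from DMSO solution; schedule: 30 min at room temperature; measured by: luminescence from enzymatic CDP-Star hydrolysis; controls: DMSO-only wells and no-enzyme negative control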
# hIAP inh: human IAP inhibition; P09923; purified IAP, CDP-Star luminescence, 30 min; inhibition, % at 10 µM; 330,000 tested, 0.12% active; AID 2544;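 active = inhibition reaching a set limit with compound at 10 µM in the primary screen, cut at about 35% in these data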;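 also: plate controls were DMSO wells with enzyme for no effect and no-enzyme buffer wells for full effect; values of inactives mirror those of a sister screen read the other way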
# mIAP block: mouse IAP inhibition; purified mouse IAP, CDP-Star luminescence, 30 min; inhibition, % at 10 µM; 330,000 tested, 0.2% active;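 active = inhibition of at least 40% at 10 µM in the primary screen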;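 also: plate controls were DMSO with enzyme for no effect and no enzyme wells for full effect; values of inactives mirror those of a sister screen read the other way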
# tim10-1 inh: tim10-1 yeast growth inhibition | S. cerevisiae tim10-1 ts strain growth, BacTiter-Glo, 24 h | inhibition, % at 20 µM | 330,000 tested, 2.2% active | AID 463190;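 active = inhibition of at least 40%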;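 also: mutant grown at 25 °C; 0% = DMSO wells with yeast and 100% = wells holding no yeast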
# * = called active by the depositor.
SMILES,TIM10 inh,APOBEC3G inh,NLRP3 yeast inh,MIN6 prolif,A3A deaminase,mIAP act,hIAP inh,mIAP block,tim10-1 inh
Cc1ccc(S(=O)(=O)N(Cc2ccccc2)C(C)C)cc1,-8,-3,28,-5,-4,0.99,-8,1,1
O=C(NCCN1C(=O)CSC1=O)C1CC(=O)N(c2ccccc2)C1 (stereo not given),-1,-5,6,2,-3,0.97,-21,3,14
COC(=O)c1ccc(NC(=O)CSCC(=O)OCC(=O)c2ccc(Br)cc2)cc1,10,-1,14,-3,-3,0.93,4,7,31
CCN(CC)S(=O)(=O)c1ccc(N2CCN(CCOc3ccc(OC)cc3)CC2)nc1,11,-4,28,-1,-1,0.93,4,7,4
CN(C)S(=O)(=O)c1ccc(N2CCCC2)c(C(=O)Nc2nccs2)c1,7,-6,-1,-2,-12,1,14,-3,13
Cc1ccc(S(=O)(=O)NCC(=O)Nc2ccc3c(c2)OCCO3)cc1,-2,4,26,0,-3,1,-27,-3,26
Cc1cc(NC(=O)c2c([N+](=O)[O-])c(C)nn2C)no1,-13,-5,20,-2,-5,0.93,3,7,-7
Cc1ccc(C(=O)CCC(=O)OCC(=O)Nc2ccc3[nH]c(=O)[nH]c3c2)cc1,-24,-13,2,-2,16,1,-16,-3,-12
O=C(/C=C/c1ccc(F)cc1)NC(=S)NC1CCCCC1,-4,-3,2,-4,-3,0.93,18,8,7
COc1cc(NC(=O)N[C@@H](CCSC)C(=O)O)cc(OC)c1,-2,-3,11,-2,-1,0.97,7,2,-15
CC(=O)c1ccc(Nc2cc(C)nc3c(C)cccc23)cc1,7,-3,10,-1,-3,0.91,2,9,17
O=C(Nc1cccc2ncccc12)c1cccc(Br)c1,14,-8,14,1,-3,0.92,5,8,7
COc1ccc(N(CC(=O)NC(C)(C)C)C(=O)CCC(=O)Nc2nccs2)cc1,-2,-9,15,-3,-4,0.99,11,1,12
C[C@H](CO)N1C[C@H](C)[C@@H](CN(C)C(=O)Nc2ccccc2)Oc2ccc(NS(=O)(=O)c3cn(C)cn3)cc2C1=O,-4,-4,-9,0,-1,1.2,13,-24,-6
N#CCCN1CCN(C(=S)c2ccc(-c3ccc(Cl)cc3)o2)CC1,20,-8,6,-4,-1,0.84,-14,16,45*
N#CCCN(CCC#N)C(=S)NC1CC2C=CC1C2 (stereo not given),-4,-9,5,0,-6,1.2,1,-17,-7
Nc1nnnn1/N=C/c1ccccc1OCc1ccccc1,31,-7,17,4,0,0.91,-3,9,32
CN(C)S(=O)(=O)c1ccc(Cl)c(NC(=O)CN2CCCCCC2)c1,-10,-6,2,-2,1,0.98,14,2,10
COc1ccccc1C(=O)Nc1ccc2c(c1)nc(CN1CCN(C(C)=O)CC1)n2C,-1,-4,9,-1,-4,0.98,2,2,18
CCc1ccc([C@H]2C(C(=O)O)=C[C@@H](CC)N2S(=O)(=O)c2ccc(C)cc2)cc1,6,-7,-2,-2,-5,0.92,-7,8,22
CCn1nc(C)cc1C(=O)N1CCCC(C(=O)c2ccc(OC)cc2C)C1 (stereo not given),11,-10,5,-2,-7,1,-22,0,5
O=C(O)C1CCN(C(=O)CSc2nc3cc(Cl)ccc3c(=O)n2Cc2ccccc2)CC1,12,-3,14,0,2,0.94,10,6,0
CN(Cc1ccc2nonc2c1)Cc1nc(Cc2cccc(F)c2)no1,0,-5,-21,2,-1,0.94,-5,6,12
CN1CCN(S(=O)(=O)c2cc([N+](=O)[O-])ccc2N/N=C/c2ccc(Cl)cc2)CC1,-5,-6,21,-5,-2,0.93,14,8,8
CC1(C)CC(=O)CC(C)(C)N1OC(=O)c1ccco1,1,-6,17,-1,-3,0.97,8,3,6
C=CCn1c(Cc2ccc(OC)cc2)nnc1SCC(=O)NCCc1ccccc1,19,-2,13,0,3,1,-11,-5,18
O=C(CSc1cn(CCNC(=O)c2ccccc2)c2ccccc12)NCC1CCCO1 (stereo not given),9,-6,17,-1,-1,0.98,-6,2,-6
CC1CC(C)CN(S(=O)(=O)c2ccc3c(c2)NC(=O)C(C)C(=O)N3)C1 (stereo not given),-9,-6,6,1,-6,0.85,-3,15,-12
Cc1cc(SCC(=O)OCC(=O)N(C)c2ccccc2)nc2ccccc12,24,-8,14,-1,0,0.95,-8,5,20
CC(=O)Nc1sc2c(c1C(c1ccc(Cl)cc1)N1CCOCC1)CCCC2 (stereo not given),41*,-6,16,-3,-9,0.98,-4,2,29
COCCN1Cc2cccc(C(=O)NC(C)CCc3ccco3)c2C1=O (stereo not given),3,-6,11,0,-3,0.99,12,0,9
CC1(c2cccc(Br)c2)NC(=O)N(CC(=O)Nc2ccc3c(c2)OCO3)C1=O (stereo not given),7,1,-3,-5,2,1.1,13,-9,5
Cn1c(CN2CCCC2)nc2cc(NC(=O)COc3ccccc3)ccc21,2,-3,23,-2,-5,0.98,-15,2,-22
O=C1OC(c2cccc([N+](=O)[O-])c2)C2(CCCC2)C(=O)C12CCCCC2 (stereo not given),30,2,4,-2,2,1.1,0,-6,25
Cn1c(SCC(=O)c2ccccc2)nnc1-c1cnccn1,2,-5,6,3,1,0.92,12,8,19
O=C(O)c1ccccc1-c1ccccc1C(=O)NCCc1ccccc1,4,4,19,-3,0,1.1,-6,-6,-8
CCCCc1ccc(NC(=S)NCC2CCCO2)cc1 (stereo not given),34,-3,24,-5,-4,1,-15,-4,45*
CC/C(=C(\c1ccc(O)cc1)c1ccc(OCCN(C)C)cc1)c1ccccc1,29,-4,21,-8,0,1,12,-4,-18
COc1ccc(C[C@@H]2CN3C(=NC[C@@H]3Cc3ccc(O)cc3)N2C[C@H](C)NC(=O)CCC2CCCCC2)cc1,20,-3,-2,-8,1,1.1,9,-6,6
CN(C(=O)COc1ccc(C(C)(C)C)cc1)C1CCS(=O)(=O)C1 (stereo not given),-9,3,19,-2,-5,1.1,1,-8,-4
N#CCC(=O)Nc1ccc(C(=O)OCC(=O)c2c[nH]c3ccccc23)cc1,0,-8,18,-2,-3,0.93,2,7,-8
CN1C(=O)C(CC(=O)Nc2ccccc2)S/C1=N/c1nccs1 (stereo not given),-1,3,28,-5,-4,1.1,-24,-6,-3
Cc1nnc2ccc(N3CCN(c4cccc(C(F)(F)F)c4)CC3)nn12,10,-10,28,-3,0,1,0,-2,20
Cc1cc(C)cc(N(CC(=O)NCC2CCCO2)S(=O)(=O)c2c(C)noc2C)c1 (stereo not given),7,-5,-5,-2,-3,1.1,-12,-13,17
Cc1cc(C(=O)NCCN2CCOCC2)c2ccccc2n1,3,1,16,-1,0,0.98,3,2,-7
CNC(=O)c1ccc(NC(=O)c2cccc(C(F)(F)F)c2)cc1,1,-3,7,0,2,0.92,7,8,-19
CC(C)C(=O)Nc1ncc(Cc2ccc(Cl)cc2)s1,47*,8,16,-4,-1,1,-22,0,39
Cc1nn(Cc2c(Cl)cccc2Cl)c(C)c1NC(=O)CCCn1nc(C)c([N+](=O)[O-])c1C,-4,-2,11,2,-3,0.97,-3,3,-17
Cc1ccc(C)c(NC(=O)C2C3C=CC(O3)C2C(=O)O)c1 (stereo not given),-4,-2,7,-1,-6,0.92,17,8,4
CCCCC(=NCCO)C1=C(O)C(C(=O)OC)C(C)(C)CC1=O (stereo not given),2,1,8,-3,-1,1.1,-25,-9,22
Cc1ccc(/C=N/NC(=O)Cn2cnc3ccccc32)cc1,-16,-4,19,0,-1,1,-30,0,4
COc1ccc(N(CN2C(=O)c3ccccc3C2=O)C(=O)COc2ccc(Cl)cc2Cl)cc1,1,-1,9,-3,2,0.91,-17,9,32
COc1ccc(CCn2c(=N)c(C(=O)NCc3ccco3)cc3c(=O)n4ccccc4nc32)cc1,6,16,0,-5,8,0.92,-6,8,22
COc1ccc(/C=C/c2nnc(NC(=O)COc3ccccc3)s2)cc1,-20,-5,18,-2,2,0.88,-5,12,4
Cc1ccc(-c2nn(-c3ccccc3)cc2C(=O)NCCCN2CCCC2=O)cc1,0,-3,20,-1,1,0.94,-4,6,16
CC1(C)CC(=O)C2=C(C1)NC(=O)CC2c1ccccc1F (stereo not given),1,-10,-1,0,-4,0.96,-10,4,1
Cc1ccc(CCN2CC(C(=O)NCCCN(C)Cc3ccccc3)CC2=O)cc1 (stereo not given),-5,-6,13,-4,-1,1,-6,0,3
Cc1cccc(C(=O)N2CCc3ccccc3C2)c1[N+](=O)[O-],18,1,22,-4,-1,0.95,-34,5,9
C=CC[C@H](CC(=O)NCCO)C(=O)N[C@H](COC(=O)[C@@H](CC=C)CC(=O)OC(C)(C)C)Cc1c[nH]c2ccccc12,-4,-2,21,-1,0,1,7,-1,2
CSCCC(NS(=O)(=O)c1ccccc1F)C(=O)Nc1ccncc1 (stereo not given),-2,-2,12,2,-2,0.99,16,1,-4

# Profiles as entered above. Order of values: TIM10 inh | APOBEC3G inh | NLRP3 yeast inh | MIN6 prolif | A3A deaminase | mIAP act | hIAP inh | mIAP block | tim10-1 inh
# Record of CCCCC(=NCCO)C1=C(O)C(C(=O)OC)C(C)(C)CC1=O (stereo not given) = 2 | 1 | 8 | -3 | -1 | 1.1 | -25 | -9 | 22
# Record of Cc1ccc(/C=N/NC(=O)Cn2cnc3ccccc32)cc1 = -16 | -4 | 19 | 0 | -1 | 1 | -30 | 0 | 4
# Record of CC(C)C(=O)Nc1ncc(Cc2ccc(Cl)cc2)s1 = 47* | 8 | 16 | -4 | -1 | 1 | -22 | 0 | 39
# Record of Cc1nn(Cc2c(Cl)cccc2Cl)c(C)c1NC(=O)CCCn1nc(C)c([N+](=O)[O-])c1C = -4 | -2 | 11 | 2 | -3 | 0.97 | -3 | 3 | -17

# The list goes on:
SMILES,TIM10 inh,APOBEC3G inh,NLRP3 yeast inh,MIN6 prolif,A3A deaminase,mIAP act,hIAP inh,mIAP block,tim10-1 inh
CC(C)C[C@H](NC(=O)CCCn1nnc2ccccc2c1=O)C(=O)O,3,2,2,-1,3,1,2,-3,3
CC(C)[C@H](N)c1nnc(SCc2ccc(Cl)cc2)o1,3,-7,15,-2,-5,1,-17,-3,-7
CN(C)C(CNC(=O)c1ccc(C(F)(F)F)cc1)c1ccco1 (stereo not given),-6,-6,14,-5,1,1,-17,-1,-9
Cc1ccc(NC(=O)Nc2nnc(-c3ccccc3F)s2)cc1,-6,-1,8,-3,1,1.1,-1,-8,-4
Cc1nc2sc(C(=O)Nc3ccccc3Cc3ccccc3)c(C)c2c(=O)[nH]1,-2,-6,5,-2,0,0.92,1,8,1
COc1ccc(/C(C)=C2/SC(=S)N(CCC(=O)O)C2=O)cc1,5,-2,2,-3,-1,0.88,3,12,6
O=C(O)c1cccc(Nc2nc(-c3cc4ccccc4oc3=O)cs2)c1,1,-5,12,-2,-5,0.8,-40,20,1
CN(C)c1nc(N(C)C)nc(N2CCCCC2)n1,-15,-5,24,-1,-4,1.1,-11,-8,-10
Cc1cc(SCC(=O)N2CCC(c3noc4ccc(F)cc34)CC2)nc2ccccc12,28,0,14,-5,3,0.97,10,3,26
Cc1cccc(-c2nc(CN3CCCC(C(=O)NC4CCCCCC4)C3)c(C)o2)c1 (stereo not given),28,-3,22,-6,-2,1,11,0,15
O=C(NNC(=S)Nc1ccccc1C(F)(F)F)c1cccnc1,16,-8,26,4,-5,0.81,-37,19,-4
O=C(c1ccc(Br)cc1)c1cc([N+](=O)[O-])ccc1N1CCCCC1,29,-11,7,-6,-1,0.88,6,12,32

# Outcome played no part in choosing rows, and some 4.6% of all compounds hit somewhere here.
